From PubChem
Mtb FBA inh = Mtb fructose-bisphosphate aldolase inhibition | AID 588726 | inhibition, % at 1 µM | purified M. tuberculosis FBA, fluorescence read-out | 2.3% of 360,000 active | P9WQA3; in the data active means inhibition above about 27%;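 further: 0% = vehicle and 100% = reference inhibitor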
Target sequence (P9WQA3 whole entry, looked up): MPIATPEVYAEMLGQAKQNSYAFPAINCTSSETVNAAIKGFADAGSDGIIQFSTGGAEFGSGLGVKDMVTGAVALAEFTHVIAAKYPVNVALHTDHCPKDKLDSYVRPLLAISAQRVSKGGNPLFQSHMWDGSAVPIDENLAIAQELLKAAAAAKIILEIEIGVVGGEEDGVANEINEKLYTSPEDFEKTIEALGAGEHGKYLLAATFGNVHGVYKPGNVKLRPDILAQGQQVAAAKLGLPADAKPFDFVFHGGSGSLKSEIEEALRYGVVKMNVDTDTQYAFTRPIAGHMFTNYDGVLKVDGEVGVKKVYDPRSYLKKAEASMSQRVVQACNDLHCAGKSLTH
TcdB inh = inhibitors of Clostridioides difficile toxin B glycohydrolase; P18177; TcdB glycohydrolase enzymatic assay, plate reader; inhibition, % at 9.99 µM; 0.24% of 350,000 active; AID 652162; in the data active means inhibition above about 10%
GDH-TPI counter = counter-screen for M. tuberculosis FBA inhibitors: GDH-TPI coupled enzymes; GDH-TPI coupled enzyme counterscreen, NADH absorbance; inhibition, % at 4.8 µM; 1.2% of 360,000 active; AID 588335; in the data active means inhibition above about 30%;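 further: 0% = DMSO wells and 100% = wells lacking the enzyme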
FadD28 FP inh = blocks FadD28 binding to the bisubstrate probe | AID 588549 | inhibition, % at 12.5 µM | fluorescence polarization | 0.22% of 360,000 active; in the data active means inhibition above about 8.5%, passing the limit was not always enough; inconclusive means no clear call, values can overlap the other calls
PfHsp40 rescue = compounds rescuing yeast from Plasmodium falciparum HSP40 toxicity. S. cerevisiae expressing PfHsp40, growth rescue, ATP luminescence. growth rescue, % at 12.5 µM. 0.68% of 340,000 active. AID 504582; in the data active means growth rescue above about 28%, passing the limit was not always enough; inconclusive means no clear call, values can overlap the other calls;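 further: yeast W303a lacking pdr1 and pdr3 grown in galactose medium; growth measured after three days at 30 °C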
BioA inh = BioA (M. tuberculosis) enzyme inhibition; AID 602481; 0.096% of 360,000 active; purified M. tuberculosis BioA enzyme, plate reader; inhibition, % at 9.99 µM; in the data active means inhibition above about 40%; inconclusive means no clear call, values can overlap the other calls
Y pestis TopoI = inhibitors of Yersinia pestis topoisomerase I; Y. pestis Topo-I cleavage product accumulation, plate reader; activity, % at 10 µM; 0.064% of 360,000 active; AID 504884; in the data active means activity above about 50%, passing the limit was not always enough; inconclusive means no clear call, values can overlap the other calls; further: inactives centre near 2
Vc quorum ag = inducers of Vibrio cholerae quorum light production without autoinducers | 0.16% of 350,000 active | AID 588436 | activation, % at 18.7 µM | V. cholerae BH1578 lux reporter, luminescence, 6 h; in the data active means activation mostly above about 9.7%, no sharp cut-off; inconclusive means no clear call, values can overlap the other calls; inactive means mostly below about 3.7%; further: not every result past the cut was called active; inactives centre near 0; reference of the scale not given here
Mtb UGM inh = inhibitors of M. tuberculosis UDP-galactopyranose mutase. P9WIQ1. purified UGM, fluorescence polarization probe displacement. inhibition, % at 10 µM. 0.06% of 320,000 active; in the data active means inhibition above about 10%, passing the limit was not always enough; inconclusive means no clear call, values can overlap the other calls
Target sequence (P9WIQ1 whole entry, looked up): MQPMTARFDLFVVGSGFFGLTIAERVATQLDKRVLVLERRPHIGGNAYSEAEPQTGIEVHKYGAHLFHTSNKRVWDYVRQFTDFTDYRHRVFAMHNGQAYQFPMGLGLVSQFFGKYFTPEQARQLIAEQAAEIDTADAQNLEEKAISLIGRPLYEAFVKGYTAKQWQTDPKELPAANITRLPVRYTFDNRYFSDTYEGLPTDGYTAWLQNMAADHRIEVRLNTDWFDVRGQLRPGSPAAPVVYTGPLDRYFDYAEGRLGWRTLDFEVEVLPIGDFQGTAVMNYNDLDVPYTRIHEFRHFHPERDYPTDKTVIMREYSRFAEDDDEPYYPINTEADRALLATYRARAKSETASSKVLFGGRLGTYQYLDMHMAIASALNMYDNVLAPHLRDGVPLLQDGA
Active calls of the source: *; i = inactive; ? = inconclusive; · = no result given; + = active, no number. An unsorted share of the library (roughly 4.6% active in at least one column).

SMILES	Mtb FBA inh	TcdB inh	GDH-TPI counter	FadD28 FP inh	PfHsp40 rescue	BioA inh	Y pestis TopoI	Vc quorum ag	Mtb UGM inh
CC/C(=N\Nc1ccccc1[N+](=O)[O-])c1ccc(O)cc1	-5	0.7	6	-0.4	1.8	·	-8	-0.2	-2.6
CC(C)(C)OC(=O)C[C@@H]1C/C=C\C[C@@H](CC(=O)NCCO)C(=O)NC[C@H](c2ccccc2)OC1=O	5	1.8	2	0.3	-1.4	1.3	4	-4.5	6.2
COC(=O)c1cc(S(=O)(=O)N2CCCCCC2)cn1C	3	0.9	15	0.7	0.0	-5.3	-6	-0.4	-1.6
CC1(C(=O)NS(=O)(=O)c2ccccc2C(F)(F)F)CCN1C(=O)CC1CCCCC1 (stereo unspecified)	1	0.1	2	-0.9	·	0.6	10	-0.2	·
Cc1ccc(OCC(=O)Nc2ccc(F)cc2)c([N+](=O)[O-])n1	-1	2.2	1	-2.7	-1.0	·	4	-0.2	0.3
CC(NC(=O)/C=C/c1ccco1)c1nc2ccccc2n1Cc1cccc(Cl)c1 (stereo unspecified)	-2	2.7	18	-2.4	-1.8	·	0	-0.4	1.9
COc1cc(OC)cc(-c2nc3ccccc3c(=O)o2)c1	-2	·	-1	-2.7	-1.1	0.0	1	i	-1.5
O=C(COC(=O)c1ccc(Br)o1)NCCc1ccccc1	0	-0.2	-2	-0.6	1.2	·	-4	-1.1	1.1
COC(=O)Cn1nc(-c2ccc(C)cc2)c2ccccc2c1=O	7	0.7	-2	0.9	5.0	·	9	2.2	-1.2
CCn1cc(/C=N\NC(=O)c2csc3ccccc23)c(C)n1	-12	·	-2	-6.2	-0.2	-1.5	0	·	0.2
NC(=O)CSc1nccn1Cc1ccc(Cl)cc1	2	-0.5	-15	-3.9	1.5	·	-10	i	0.0
CN(C)/C=N/c1sccc1C(N)=O	8	0.0	9	1.7	-0.9	-1.0	7	-0.2	2.5
O=C1C(C2=NC(c3ccccn3)C3C(=O)N(c4ccccc4)C(=O)C23)=C(O)c2ccccc21 (stereo unspecified)	0	-7.4	10	-3.3	3.4	·	7	-2.1	0.0
CCOC(=O)c1c(C)[nH]c(C)c1C(=O)COC(=O)c1cc2ccccc2cc1O	-2	1.3	5	-3.7	0.0	·	10	-0.2	0.9
Cc1cccc(N2CCN(C(=O)C3CCN(S(=O)(=O)c4c(C)noc4C)CC3)CC2C)c1 (stereo unspecified)	2	0.3	4	-0.4	0.2	·	-11	-0.7	-0.7
CC(C)c1nnc(NC(=O)CS(=O)(=O)c2ccccc2)s1	-2	2.1	1	-3.2	-0.6	-1.3	-6	-0.1	2.8
Cc1cccc(NC(=S)NC2CC3CCCC(C2)N3Cc2cccs2)c1C (stereo unspecified)	4	0.4	-1	1.7	-1.4	0.2	4	-2.9	2.7
CC(=O)Nc1c2c(nn1-c1ccc(C)cc1C)CSC2	1	-0.2	0	-1.1	-1.4	-0.5	2	-1.5	-2.6
Cc1ccccc1-c1nnc(SCC#N)o1	1	0.1	1	-3.8	0.0	·	2	i	2.2
Cc1ccc(C(=O)Oc2ccc3c(c2)ncn3C)cc1	-3	0.5	-7	-4.7	0.5	0.6	12	i	-2.1
CC(=O)c1ccccc1C(=O)N1CCCC(CCC(=O)N2CCN(c3ccccn3)CC2)C1 (stereo unspecified)	-1	0.3	-6	0.6	1.0	-1.2	15	-5.0	-2.7
Cc1ccc(S(=O)(=O)N2C[C@H]3C(=O)C[C@@H](c4ccccc4)N(S(=O)(=O)c4ccc(C)cc4)[C@H]3C[C@H]2c2ccccc2Cl)cc1	-3	-1.0	·	-4.9	·	-2.7	·	·	·
Cc1cc(F)ccc1NC(=O)c1cccnc1	1	0.8	-9	-5.4	12	1.7	5	2.4	1.4
CCOC(=O)c1oc2ccccc2c1NC(=O)c1ccco1	-2	1.1	4	0.6	4.5	-1.5	5	0.3	2.7

Record cards, as listed above.
CC(=O)Nc1c2c(nn1-c1ccc(C)cc1C)CSC2 across the screens: Mtb FBA inh = 1; TcdB inh = -0.2; GDH-TPI counter = 0; FadD28 FP inh = -1.1; PfHsp40 rescue = -1.4; BioA inh = -0.5; Y pestis TopoI = 2; Vc quorum ag = -1.5; Mtb UGM inh = -2.6
Cc1ccc(S(=O)(=O)N2C[C@H]3C(=O)C[C@@H](c4ccccc4)N(S(=O)(=O)c4ccc(C)cc4)[C@H]3C[C@H]2c2ccccc2Cl)cc1 across the screens: Mtb FBA inh = -3; TcdB inh = -1.0; GDH-TPI counter = ·; FadD28 FP inh = -4.9; PfHsp40 rescue = ·; BioA inh = -2.7; Y pestis TopoI = ·; Vc quorum ag = ·; Mtb UGM inh = ·

(next part)
SMILES	Mtb FBA inh	TcdB inh	GDH-TPI counter	FadD28 FP inh	PfHsp40 rescue	BioA inh	Y pestis TopoI	Vc quorum ag	Mtb UGM inh
COc1cccc(-c2nnc(-c3ccc(C)o3)o2)c1	179*	·	1	-4.2	2.3	·	11	-0.3	-1.4
CCOc1ccc(-c2csc(NC(=O)CSCC(=O)O)n2)c2ccccc12	12	-0.6	9	0.3	1.5	·	16	1.7	1.3
COc1cccc(NC(=O)C2C3C=CC4(O3)C2C(=O)N(C2CC2)C4C(=O)NC2CCCCC2C)c1 (stereo unspecified)	4	·	5	-2.6	1.2	-0.7	2	-2.0	0.6
CCOc1ccc(NC(=S)NN2CCN(C)CC2)cc1	2	-0.1	-5	0.5	-1.5	·	1	1.5	-0.2
O=C(Nc1ccsc1C(=O)NC1CCCCC1)c1ccc(F)cc1	2	·	8	-2.5	0.4	-2.0	-1	-0.4	1.6
C=C1C(=O)[C@]23C[C@H]1CC[C@H]2[C@]1(C)[C@@H](OC(C)=O)CC[C@@](C)(C(=O)OC)[C@H]1C[C@@H]3OC(C)=O	1	0.4	·	-0.3	·	1.4	·	·	·
CCC1(c2ccccc2)NC(=O)N(CC(=O)Nc2ccccc2C(=O)NC2CCCC2)C1=O (stereo unspecified)	-1	-0.3	7	-0.8	0.5	·	9	-2.0	-0.9
Cc1cccc2cc(CN(CCc3ccccc3)C(=O)N3CCOCC3)c3nnnn3c12	0	·	6	-3.1	0.7	·	1	-5.4	1.4
CC(CN1C(C)CCCC1C)OC(=O)c1ccccc1Cl (stereo unspecified)	8	1.3	11	-0.1	0.9	0.5	5	i	2.1
CN(C)C(=O)Oc1c(Cl)cc(Cl)c2cccnc12	1	2.7	2	-0.5	-1.4	-0.3	4	i	-1.3
Cc1ccc(NC(=O)COC(=O)C2=COCCO2)c([N+](=O)[O-])c1	-4	1.9	0	-0.8	0.4	·	10	-0.2	0.4
O=C(Cc1ccc(S(=O)(=O)N2CCOCC2)s1)OCc1ccc(Cl)cc1	1	1.4	-7	-2.1	-1.4	-0.8	47	i	1.0
Cc1cccc(NC(=O)c2ccc([N+](=O)[O-])s2)n1	0	1.8	25	-2.5	-1.0	1.8	-8	i	-0.3
COc1ccc(CCN2C(=S)N(c3ccccc3)C(=O)C2CC(=O)O)cc1OC (stereo unspecified)	-3	1.2	7	-0.3	2.4	·	3	i	0.0
COc1ccc(Br)cc1CN(C)C(=O)Cc1ccc(S(=O)(=O)N2CCOCC2)s1	-2	1.6	3	-2.7	2.0	0.4	25	-5.6	0.4
Cc1ccnc(NS(=O)(=O)c2cccs2)c1	6	·	0	-2.6	1.3	-2.6	0	-11	-1.5
COc1ccc(C)cc1NC(=O)CNc1ccccc1CN(C)C1CCCCC1	4	-0.5	-2	-2.9	-1.0	-2.3	6	1.5	-1.4
COc1ccc2c(C)cc(=O)[nH]c2c1	-6	·	21	-1.7	0.8	·	-9	-1.6	0.2
O=C(c1ccccc1)n1ccc(-c2cnc(-c3ccccc3)s2)n1	95*	·	12	-0.5	-0.7	·	2	-2.8	-0.8
Cc1cc(N2CCCCC2)ccc1[N+](=O)[O-]	-8	-0.1	5	-2.3	-1.0	·	-7	-2.1	-2.3
CCCCCCOc1ccc(C(CC(=O)O)C(N)=O)cc1 (stereo unspecified)	1	·	2	0.8	-0.2	-1.8	1	i	1.7
Cc1cc(C)nc(-n2ncc3c2CC(c2ccccc2)CC3=O)n1 (stereo unspecified)	-1	1.1	6	-1.1	-1.1	·	-1	0.4	1.1
Cc1ccc(S(=O)(=O)NC2=NCN(CCN3CCOCC3)CN2)cc1	0	·	5	-4.0	0.0	3.8	3	0.4	2.3
Cc1c(C(=O)Nc2cccc([N+](=O)[O-])c2)csc1-c1ccccc1	-2	·	12	-0.8	1.9	-0.1	-3	i	-0.4
Cc1ccc(NC(=O)C2CCN(C(=O)c3ccccc3C)CC2)nc1	1	1.3	-6	-1.7	?	-0.1	4	-0.5	1.3
OCC1OC(Oc2c[nH]c3ccccc23)C(O)C(O)C1O (stereo unspecified)	10	-16	8	-0.5	0.6	-2.9	-11	-0.7	-2.2
O=C(c1ccc([N+](=O)[O-])cc1)N1CCc2ccccc2C1	2	0.6	1	-1.1	-0.9	·	1	0.0	-0.5
O=C(Cc1ccccc1)n1nc(-c2ccccc2)nc1NCc1ccco1	9	-1.8	3	0.8	-1.5	-0.2	29	-0.3	-0.6
Cc1ccc(NC(=O)c2ncn(CC(=O)NCc3ccc4c(c3)OCO4)n2)cc1C	6	0.7	13	-0.8	0.4	0.4	3	-0.8	·
COc1cc([N+](=O)[O-])ccc1NC(=O)NCCCN1CCCC1=O	0	1.5	14	-2.9	-0.8	0.0	-11	i	-1.0
C/C(CC(=O)Nc1ccc(N(C)C)cc1)=N\NC(=O)c1ccccn1	0	·	8	-1.9	-0.2	-1.0	3	i	2.2
COC(=O)c1sc(OC)cc1OCc1ccc(C)cc1	0	·	3	0.2	-0.4	-2.8	4	-4.6	5.6
CN(C)C(=O)CCc1nc(-c2ccc(C(C)(C)C)cc2)no1	-9	·	-2	-3.5	-0.6	-0.8	5	0.3	1.7
COc1ccc(-c2csc(NC(=O)c3ccccc3F)c2C(=O)O)cc1	5	11*	16	-3.9	310*	·	11	-0.5	-5.4
Cc1nn(C)c(C)c1/C=N/O	-2	·	-12	-3.1	0.2	-1.1	3	·	-2.4
CN(C)CCCOC(=O)c1ccc(Cl)cc1Cl	-1	·	1	0.2	-1.0	-0.6	1	-0.2	2.9

Look-ups from the list:
TcdB inh with COc1cc([N+](=O)[O-])ccc1NC(=O)NCCCN1CCCC1=O → 1.5
Y pestis TopoI with CN(C)CCCOC(=O)c1ccc(Cl)cc1Cl → 1

Other entries:
SMILES	Mtb FBA inh	TcdB inh	GDH-TPI counter	FadD28 FP inh	PfHsp40 rescue	BioA inh	Y pestis TopoI	Vc quorum ag	Mtb UGM inh
CCOc1ccc(N2C(=O)C(C)CNC2=S)cc1 (stereo unspecified)	-1	0.7	9	-0.4	-0.8	·	4	i	·
C(=N\Nc1nc2ccccc2s1)/c1ccc2c(c1)OCO2	2	0.7	8	-1.8	-0.6	·	-25	-0.2	1.0
N#Cc1cc2c(=O)n3ccccc3nc2n(CCCN2CCOCC2)c1=O	+	·	14	-1.7	-0.1	2.0	6	-6.7	5.2
Cc1cccc(C(=O)N/C(=C\c2ccco2)C(=O)N2CCCCCC2)c1	2	0.8	1	0.6	0.1	1.3	9	-0.1	0.1
O=C(NCC(=O)N1CCN(S(=O)(=O)c2cccs2)CC1)c1ccc(Cl)cc1	2	1.9	9	-4.7	-0.1	-0.8	-4	-0.3	-0.3
CC1Nc2nc(NC(=O)C(C)(C)C)[nH]c(=O)c2N(C)C1C (stereo unspecified)	6	0.6	-1	0.5	-0.1	-0.5	5	-0.4	0.6
Cc1cc(/C=C2/C(=O)NN(c3ccccc3)C2=O)c(C)n1-c1cccc(O)c1	-1	-0.4	21	-2.5	1.8	·	-11	i	-1.0
Fc1ccc(C2=CC(c3cccs3)n3nnnc3N2)cc1 (stereo unspecified)	4	0.8	-8	-0.9	0.3	-3.6	-2	i	-0.1
c1ccc(OCCOCCOc2ccccc2)cc1	0	1.0	9	0.1	2.9	7.8	7	i	·
O=C1NC(=O)N(c2ccc3c(c2)OCO3)C(=O)/C1=C\c1ccc(N2CCCCC2)o1	-30	1.0	0	-1.5	-0.1	·	0	i	-3.7
CC1CCCCN1CCNC(=O)C1CCCN(c2ncnc3c2nc2n3CCCCC2)C1 (stereo unspecified)	-1	0.8	1	-2.8	-2.6	0.0	-6	-0.3	-0.5
